# mcGAS RapidFire = mouse cGAS inhibition by mass spec. inhibition, % at 12.5 µM. 130,000 compounds, 0.18% hits. recombinant mouse cGAS, cGAMP by RapidFire MS;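 active means inhibition of cGAS enzyme activity at or above 60%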;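 further: enzyme stimulated by 45 bp dsDNA with ATP and GTP substrates; cGAMP share of summed cGAMP plus half ATP and half GTP signals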
# Target sequence (Q8C6L5 whole entry, looked up): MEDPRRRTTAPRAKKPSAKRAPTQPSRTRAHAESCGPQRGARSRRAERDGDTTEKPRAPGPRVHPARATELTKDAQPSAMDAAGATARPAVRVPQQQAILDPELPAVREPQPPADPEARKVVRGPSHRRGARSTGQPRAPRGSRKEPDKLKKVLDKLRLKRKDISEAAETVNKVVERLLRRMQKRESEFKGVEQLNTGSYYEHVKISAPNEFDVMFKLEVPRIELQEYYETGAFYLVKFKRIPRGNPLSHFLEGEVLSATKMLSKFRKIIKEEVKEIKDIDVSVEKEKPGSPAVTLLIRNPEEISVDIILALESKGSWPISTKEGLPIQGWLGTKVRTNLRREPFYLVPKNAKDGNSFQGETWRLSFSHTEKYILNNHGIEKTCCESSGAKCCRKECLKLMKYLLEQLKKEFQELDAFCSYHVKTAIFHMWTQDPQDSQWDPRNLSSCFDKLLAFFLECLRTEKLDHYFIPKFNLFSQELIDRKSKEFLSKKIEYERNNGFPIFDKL
# The depositor's hits bear a star; & = joins results of further samples.
molecule | mcGAS RapidFire
Cc1ccc(-c2nn(-c3cccc(F)c3)cc2CN(C)C(C)c2nccs2)o1 (centres undefined) | -10.4
Cc1ccc2c(C)c(C(=O)NCCN(C)S(C)(=O)=O)oc2c1 | -23.3
Cc1cccc2[nH]cc(CCNC(=O)N3CCOC(C)C3)c12 (centres undefined) | -0.4
Cc1noc(C)c1CCC(=O)N1CCCC(N2CCN(c3ccc(F)cc3)CC2)C1 (centres undefined) | -0.7
Cc1ccc(Cn2c(C)c(C(=O)NCc3ccc4c(c3)OCCO4)sc2=O)cc1 | 17.9
CCOC(=O)C1(Cc2ccccc2)CCCN(Cc2cccc3c2OCO3)C1 (centres undefined) | -4.8
C#CCn1c(=NC(=O)c2ccccc2)sc2cc(S(C)(=O)=O)ccc21 | -5.2
COc1ccc(-c2cn3c4ccccc4nc3n2CCO)cc1 | -1.6
Cc1nn(C)c(C)c1C(=O)OCc1nc(N)nc(N(C)C)n1 | 4.5
COc1ccccc1NCC(=O)NN=C1CCN(Cc2ccccc2)CC1 | -3.2
Nc1ccc(N=Cc2ccc3c(c2)OCCO3)cc1 | 0.7
CCCn1c(=O)n(CCC(=O)N(Cc2cccnc2)C(C)C)c2ccccc21 | -8.1
Cc1ccccc1C(C)(C)C(=O)NCCC(=O)N1CCCCC1 | -11.1
O=C(NCC1CCCN(Cc2cccc3c2OCO3)C1)c1cccs1 (centres undefined) | -2.5
O=C(O)CCN1C(=O)CSC1=S | -2.1
COCCNCC(=O)N(Cc1ccc2c(c1)OCO2)Cc1ccco1 | -1.9
Cc1cc(C(=O)N(Cc2ccco2)c2nc3ccc(F)cc3s2)nn1C | -2.9
CCOc1cc(/C=N\n2cnnc2)cc(Cl)c1OCc1ccccc1Cl | 1.8
CC(=O)NCCC(=O)Nc1ccc(OCc2ccccc2)cc1C | 5.4
CCCSc1ccc2nc(NC(=O)OC)[nH]c2c1 | -18.0&-15.3
CN1CC2(CCN(C(=O)c3cnc(N4CCOCC4)nc3)C2)OC1=O (centres undefined) | -13.0
Cc1ccc(C(=O)N2CCCN(CC3CC3)C(C(C)C)C2)c(F)c1F (centres undefined) | -6.3
CCc1[nH]c2ccc(CNCc3ccc(F)c(OC)c3)cc2c1C | -9.2
CC(=O)Nc1ccc(Cl)c(C(=O)N(C)Cc2ccc3nonc3c2)c1 | -11.8
O=C(CCN1C(=O)NC2(CCCC2)C1=O)NCCC1=CCCCC1 | -11.8
CC(C)c1ccc(-c2nnc(N)s2)cc1 | -5.2
COc1ccc(CCN2CC(=O)N(c3ccc(Cl)cc3)C3CS(=O)(=O)CC32)cc1 (centres undefined) | -5.9
CCc1nccc(-c2nccn2CCn2ccnc2)n1 | -24.6
O=C1CC(c2ccco2)Cc2nc(N3CCN(Cc4ccccc4)CC3)ncc21 (centres undefined) | -5.6
NC(=S)CN1C(=O)c2ccccc2S1(=O)=O | -1.4
Cc1ccc(C)c(N(CC(N)=O)S(=O)(=O)N(C)C)c1 | -10.4
Cc1noc(C)c1CSc1ccccc1C(=O)Nc1ccccc1F | 1.1
O=C1NN=C(CS(=O)(=O)c2ccccc2)Oc2ccccc21 | -5.9
Cc1ccc(C)c(S(=O)(=O)NCC(=O)Nc2cccc3cccnc23)c1 | 3.3
Cc1ccc2nc(CN3CCC(C)CC3)cc(=O)n2c1 | -6.9
COc1ccc(/C=C/C2=NC(=C\c3ccc(Cl)cc3)/C(=O)O2)cc1 | -4.1
Cc1nc2[nH]n(C)c(=O)c2c(C)c1CC(=O)NCC(=O)OCC1CC1 | 3.3
COc1ccccc1N1C(=O)CC(N(C)Cc2c(F)cccc2Cl)C1=O (centres undefined) | -7.2
COC(=O)c1ccc(CNCc2cccnc2N2CCCC(O)C2)cc1 (centres undefined) | -2.7
Cc1cc(C(=O)N(CC(=O)N2CCOCC2)Cc2ccccc2)no1 | -1.0
C(=Nc1nc2ccccc2nc1N1CCN(C(c2ccccc2)c2ccccc2)CC1)N1CCOCC1 | 46.6
O=C1Cc2cc(S(=O)(=O)N3CCOCC3)c(Cl)cc2N1 | -5.2
COc1ccc(N2CCN(C3CCCN(C(=O)CN4CCCCCC4)C3)CC2)cc1 (centres undefined) | 1.7
CC(C)c1nc2ccccc2n1CC(=O)N[C@H]1C[C@H]2CN(C)CCN2C1 | -23.0
CC(C)Cc1ccc(-c2csc(NC(=O)C3COCCO3)n2)cc1 (centres undefined) | -1.3&0.9
Cc1ccc(/C=C/CC(=O)N2CCN(C(=O)c3cccnc3)CC2)cc1 | -8.1
Cn1cnnc1SCC(=O)NCC1CCCCO1 (centres undefined) | 4.0
O=C(CC1c2ccccc2CCN1S(=O)(=O)c1ccccc1)Nc1cccnc1 (centres undefined) | -3.3
CC(=O)N1CCC(Oc2ccc(C(C)C)cc2)CC1 | -4.2
O=C(c1ccc(S(=O)(=O)Nc2ccccc2F)cc1)N1CCC1 | -0.8
CCn1nc(C(C)(C)C)cc1C(=O)NCC1(N)CCCC1 | -5.8
CCS(=O)(=O)N(C)CCCNC(=O)c1c(Cl)c2ccccc2n1C | -2.5
S=C(NC1CC2CCC1C2)NN1CCOCC1 (centres undefined) | 3.2
CNc1ncc(CN(C)Cc2cc3n(n2)CCNC3)cn1 | 1.9
CC(=O)C1=C(c2ccc(C)cc2)NC(=S)NC1c1csnn1 (centres undefined) | -7.5
Fc1cccc(Oc2cc(C(F)(F)F)nc(SCc3ccccc3Cl)n2)c1 | -2.7
CCn1ncnc1CN1CCCC(C(=O)N2CCCC2)C1 (centres undefined) | -16.2
O=S(=O)(Nc1nccs1)c1ccccc1 | -3.1
O=C(O)[C@H]1C[C@@H](C(=O)NCc2ccccn2)CN(C2CCOCC2)C1 | -20.0
COc1cccc(-c2cccc(NC(=O)C3CCN(Cc4cnn(C)c4)CC3)c2)c1 | -1.2

# Pulled one by one from the list above, 2 records:
molecule | mcGAS RapidFire
Cc1nc2[nH]n(C)c(=O)c2c(C)c1CC(=O)NCC(=O)OCC1CC1 | 3.3
Cc1ccc(/C=C/CC(=O)N2CCN(C(=O)c3cccnc3)CC2)cc1 | -8.1

# Part of the list above in order of SMILES length, largest number first.
molecule | mcGAS RapidFire
Cc1cc(C(=O)N(CC(=O)N2CCOCC2)Cc2ccccc2)no1 | -1.0
Cc1nn(C)c(C)c1C(=O)OCc1nc(N)nc(N(C)C)n1 | 4.5
O=C1NN=C(CS(=O)(=O)c2ccccc2)Oc2ccccc21 | -5.9

# Two of the compounds above, with each value named.
> COC(=O)c1ccc(CNCc2cccnc2N2CCCC(O)C2)cc1 (centres undefined)
- mcGAS RapidFire = -2.7
> COc1ccc(/C=C/C2=NC(=C\c3ccc(Cl)cc3)/C(=O)O2)cc1
- mcGAS RapidFire = -4.1

# The list goes on.
molecule | mcGAS RapidFire
CC1OC(C)(C)N(C(=O)OC(C)(C)C)C1CN (centres undefined) | -29.1
O=C(c1cccc(-c2ncc[nH]2)c1)N1CC[C@@H](c2ccc(F)cc2)[C@H](O)C1 | -3.3
CCOC(=O)OC(C)OC(=O)C1N2C(=O)C(NC(=O)[C@H](N)c3ccccc3)C2SC1(C)C (some centres undefined) | 2.2
O=C(CSc1nnc(N2CCCC2)n1C1CC1)Nc1cc(-c2ccccc2)nn1-c1ccccc1 | -11.2
CCn1cc(NC(=O)Nc2cccc(C(C)=O)c2)c2ccccc21 | -8.3
Cc1cc(C(C)(C)C)ccc1OCC(O)CNC1CCC(O)CC1 (centres undefined) | -12.9
CC(C)CNC(=O)CN(Cc1ccccc1)CC1CCC1 | 2.1
CC(SCc1nc(CS(C)(=O)=O)no1)c1ccc(F)c(F)c1 (centres undefined) | -12.9
COC(=O)[C@@H]1C[C@@H](N(C)C)CN1S(=O)(=O)CCc1ccncc1 | 9.2
Cc1ccccc1Cn1c(C)c(C(=O)NCc2ccc(C(F)(F)F)cc2)sc1=O | -1.1
CN(Cn1cc(Cl)cn1)C(C1CC1)C1CC1 | 6.0
CS(=O)(=O)CC(=O)N1CCCC(OCc2cccnc2)C1 (centres undefined) | -12.6
CCCCCn1c(=O)c2c(nc3oc(-c4ccc(F)cc4)cn32)n(C)c1=O | -7.6
CN(Cc1noc2c1CCCC2)C(=O)c1cn(CC2CCCNC2)nn1 (centres undefined) | 9.0
COC(=O)CC1(C(=O)OC)SC(=Nc2ccccc2)NN1c1nnc(C)c(=O)[nH]1 (centres undefined) | 4.8
COCCn1cc(NS(=O)(=O)c2c(C)c(C)cc(C)c2C)ccc1=O | 0.2
O=C1NCCN(Cc2ccccc2C(F)(F)F)C1CC(=O)N1CCC(O)CC1 (centres undefined) | -13.9
CC1CC1C(=O)OCc1nccn1Cc1ccccc1 (centres undefined) | -6.0
CC(Cc1scc(C)[n+]1-c1ccccc1)=Nc1ccccc1 | -6.3
Cc1ccnc(CC(C)N(C)C(=O)c2cc3cnccc3nc2C)c1 (centres undefined) | -6.0&0.3
CCc1ccccc1-n1ccc2c(cnc3ncnn32)c1=O | -6.2
COC(=O)c1ccccc1C(=O)N1CCCC(CCC(=O)NCc2ccccc2F)C1 (centres undefined) | -8.4
Nc1nc2ccccc2n2nnnc12 | -4.3
Cn1cccc1C(=O)NC(=O)COC(=O)c1ccc(Br)o1 | -6.5
CC(C)(C)C(=O)NC1(C(F)(F)F)NC(=O)N(c2ccc(F)c(Cl)c2)C1=O (centres undefined) | -4.2
CCn1c(CN2CCC(c3cc(C(C)C)n[nH]3)CC2)nc2ccccc21 | -31.2
CC(C)c1nc(SCC(=O)N2CCNC2=O)nn1-c1ccccc1 | -0.5
CC(C)(C)n1ncc2c(=O)n(NC(=O)c3ccc([N+](=O)[O-])cc3)cnc21 | -1.8
Cc1cc(C)c2c(NC(=O)c3ccccn3)c(C(=O)N3CCOCC3)sc2n1 | -26.5
CNC(=O)C1CCCCN1C(=O)c1cccc(Cl)c1 (centres undefined) | -13.7

# Later entries
compound	mcGAS RapidFire
O=C(COCC1CC1)N1CCc2[nH]c3ccccc3c2C1	44.2
O=C(NC1CCCC1)C1CC(=O)N(C2CCCCCCC2)C1 (centres undefined)	-5.9
CCOCCN1N=C(C)Cn2c1nc1c2c(=O)n(CCC(C)C)c(=O)n1C	-4.2
COc1ncccc1NC(=O)N(CCN1CCOCC1)C1CCCC1	-13.2
O=C(/C=C\c1ccc2c(c1)OCO2)Nc1c2c(nn1-c1cccc(Cl)c1)CSC2	-7.8
N#CCCn1cnc2ccccc21	-19.4
CC1CN(C(=O)CNC(=O)NCc2ccco2)CC(c2ccccc2)O1 (centres undefined)	5.9
CC(C)CN1C(=O)C(Nc2ccc(Br)cc2)=C(Sc2cccc(N)c2)C1=O	-0.7
CC(Cc1cccc(Cl)c1)NC(=O)c1cccc(C#N)c1 (centres undefined)	-8.8
Cc1cc(Cn2nnc3ccccc32)no1	-14.2
CCSc1nc2c(c(=O)[nH]1)C(c1cccs1)C1C(=O)CC(C)(C)CC1=N2 (centres undefined)	8.6
COc1cccc2c1N(C(=O)C1COc3ccccc3O1)CCC2 (centres undefined)	-13.9
Cc1cc(=O)[nH]c(NCCNCc2cnc(-c3ccccc3C)s2)n1	-15.4
Cc1ccc2c(c1)c(C(=O)NCc1cccnc1N1CCN(C)CC1)nn2C	-13.5
CC(C)(C)n1ncc2c(=O)n(NC(=O)c3ccc(-c4ccccc4)cc3)cnc21	-0.7
CC(C)Cc1nnc(NC(=O)c2cccc(C#N)c2)s1	-8.6
CCn1cc(CN2CCC(C(=O)Nc3cccc(-c4nnc(C)s4)c3)CC2)c(C)n1	3.4
CC(CNc1ccc(C#N)cc1F)N1CCN(C)CC1 (centres undefined)	-8.6
N#CC(=C1NS(=O)(=O)c2ccccc21)c1nc(C23CC4CC(CC(C4)C2)C3)cs1	-7.7&-3.3
CC(C(=O)Nc1ccc(F)cc1F)N(C)Cc1nc2ccccc2s1 (centres undefined)	-2.7
Cc1ccccc1CCC1CCCN(C(=O)Cc2c(C)[nH]c(=O)[nH]c2=O)C1 (centres undefined)	2.8
CC1Oc2ccccc2N(Cc2ccc(Cl)cc2)C1=O (centres undefined)	1.6
CCC(=O)N(c1nnc(SCC(=O)NC(=O)c2cccn2C)s1)C1CC1	-4.7
CCCN1CCN(c2nc3c(c(=O)[nH]c(=O)n3C)n2Cc2ccccc2C)CC1	-4.2
Cc1cccc(NC(=O)N(CC2CCOC2)C2CC2)c1 (centres undefined)	4.6
Cc1nn(-c2ccccc2)c(NC(=O)c2ccco2)c(-c2ccccc2Cl)c1=O	-8.3
Nc1ccc([N+](=O)[O-])cc1C(=O)OCC(=O)N1CCCCCCC1	-1.3
Cc1cn2c3c(=O)n(CCC(C)C)c(=O)n(C)c3nc2n1CC1CCCO1 (centres undefined)	-0.4
S=c1[nH]nc(Cn2cncn2)n1Cc1ccc(Cl)cc1	9.8
COc1nc(N(C)C)nc(N(C#N)C(C)C(=O)N(C)C)n1 (centres undefined)	-8.8
Cn1ccnc1C(O)(CC#N)C(F)(F)F (centres undefined)	-5.9
N#Cc1ccccc1NC(=O)CCN1CCC(n2cncn2)CC1	0.4
Cc1c(Br)c([N+](=O)[O-])nn1CC(=O)NCC#N	-0.3
CCn1ccnc1CN1CCCC(CNC(=O)C2(N)CCCC2)C1 (centres undefined)	-31.3
O=C(NC1CCCN(Cc2ccccc2F)C1)C1=CCCC1 (centres undefined)	-5.9
CCOC(=O)c1[nH]c(C)c(C(=O)N2CCCC(N3CCN(c4ccccc4)CC3)C2)c1C (centres undefined)	-8.9
CC(=O)c1ccc(N2CCN(S(=O)(=O)c3ccccc3C(F)(F)F)CC2)c(F)c1	-0.4
c1ccc(C2CCCN2Cc2cccc3nonc23)nc1 (centres undefined)	-18.1
O=C(NCCc1cccnc1)c1ccc2nc(-c3ccccc3)c(-c3ccccc3)nc2c1	4.4
CN(C)C(=O)C1CCCN1c1ccnc2ccsc12 (centres undefined)	-3.4
Cc1csc(Sc2ccc(NC(=O)C3CCC3)c(C)c2)n1	-4.1
Cn1c(=O)c2c(nc3n2CC(c2ccc(F)cc2)=NN3Cc2ccc(Br)cc2)n(C)c1=O	12.8
CC(C)(CO)NC/C=C/c1ccccc1	-3.2
CCCC1C2CC(C)CC=C2C(C#N)C(=N)C1(C#N)C#N (centres undefined)	-6.9
CSc1ncccc1C(=O)Nc1ccnn1Cc1ccccn1	-6.5
CCOc1ccc(NC(=S)NC(C)(C)C)cc1	-3.5

# Some of the compounds tested, so the mix of outcomes need not match the whole.
